# APP transl inh – inhibitors of APP translation via 5'UTR reporter, primary screen, APP 5'UTR luciferase, SH-SY5Y cells; SH-SY5Y APP 5'UTR-luciferase reporter, luminescence; inhibition, % at 2 µM; AID 1285, 2008; hit rate 0.82% among 190,000;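 active = inhibition above a set limit, derived from the sample mean plus 3 SD, cut at about 45% in these data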; also: values of inactives mirror those of a sister screen read the other way
# FLuc inh counter – firefly luciferase enzyme inhibitors, primary screen, artefact control for luciferase-based inhibitor screens, biochemical, luminescence, ATPLite; 10 min; inhibition, % at 10 µM; hit rate 1.5% among 200,000; Luciferin 4-monooxygenase (Photinus pyralis), P08659;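 active = inhibition above about 50% when tested at 10 µM, limit read from the data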
# Target sequence (P08659 whole entry, looked up): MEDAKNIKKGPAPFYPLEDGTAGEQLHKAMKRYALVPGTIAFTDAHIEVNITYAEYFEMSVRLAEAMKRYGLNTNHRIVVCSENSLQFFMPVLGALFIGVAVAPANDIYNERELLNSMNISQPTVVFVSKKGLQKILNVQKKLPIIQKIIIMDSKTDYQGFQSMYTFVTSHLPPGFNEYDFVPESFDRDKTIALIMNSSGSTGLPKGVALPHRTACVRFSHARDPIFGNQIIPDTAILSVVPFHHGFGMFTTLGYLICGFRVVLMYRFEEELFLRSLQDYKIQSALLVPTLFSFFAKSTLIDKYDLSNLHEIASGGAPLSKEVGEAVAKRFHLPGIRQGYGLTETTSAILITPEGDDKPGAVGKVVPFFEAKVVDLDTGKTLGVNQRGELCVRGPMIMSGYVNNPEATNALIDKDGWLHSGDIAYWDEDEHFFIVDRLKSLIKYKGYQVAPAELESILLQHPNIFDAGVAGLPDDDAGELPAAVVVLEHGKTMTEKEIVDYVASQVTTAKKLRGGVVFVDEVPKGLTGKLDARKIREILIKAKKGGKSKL
# STAT3 activator – IL-6 driven STAT3 reporter potentiators, primary screen, U3A cells, luciferase, luminescence, MLSCN library; IL-6 STAT3-luciferase reporter; 100% = signal with IL-6 EC80 alone; activation (% of control), % at 5.6 µM; hit rate 0.91% among 190,000; AID 871, 2007;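 active = activation above the screen-wide mean of compound activation plus 3 SD, cut at about 130% in these data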;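 also: 0% = background luminescence of wells with medium and substrate only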
#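 Material: human U3A cells carrying STAT3-luciferase construct. Measured by: reporter luminescence signal. Timing: compound 1 h, then IL-6 6 h at 37 °C.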
# STAT1 activator – STAT1 signaling activators, primary screen, cell-based, HTS, luciferase reporter; NIH 3T3 STAT1-luciferase reporter, IFN-gamma, luminescence; 100% = IFN-gamma alone, no compound; activation (% of control), % at 5.5 µM; hit rate 2.6% among 200,000; AID 932, 2007;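 active = activation above the screen-wide mean activation plus 3 SD, cut at about 130% in these data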;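 also: raw ratio to IFN-gamma control signal so 100% means no change and 0% no light; values of inactives mirror those of a sister screen read the other way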
# FLuc act counter – FLuc activators, initial screening, artefact control for FLuc-dependent activation tests, biochemical, ATPlite luminescence; activation factor at 10 µM; 200,000 tested, under 10 active; ATPlite luciferase biochemical, 10 min; 0 = ATP-free wells, 1 = DMSO control; Luciferin 4-monooxygenase (Photinus pyralis), P08659;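 active = luciferase activation factor, scaled between plate controls, of at least 2 with compound at 10 µM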
#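 Assay system: Luciferase/luciferin reagent mix; Medium: PBS as buffer for the ATP substrate; Dosing: test compounds dosed from 2 mM stocks in 100% DMSO; Times: 10 min, room temperature; Signal: luminescence from luciferase reaction; Read-out: luciferase activation; Controls: No-ATP low control, compound-free enzyme-plus-ATP high control.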
# NF-kB neuron act – activators of NF-kB expression in neurons, primary screen, cell-based, HTS; human neuronal cells, NF-kB reporter expression; hits give high values; fold change at 12.5 µM; hit rate 1.6% among 190,000; AID 1239, 2008; in the data active = fold change above about 3.3
# APP 5'UTR act – activators of APP 5'UTR luciferase reporter, primary screen, SH-SY5Y cells; SH-SY5Y APP 5'UTR luciferase reporter, luminescence; zero percent = DMSO vehicle wells; activation, % at 2 µM; hit rate 1% among 190,000; AID 1276, 2008;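 active = activation above a set limit, based on mean plus 3 SD of controls, cut at about 140% in these data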; also: values of inactives mirror those of a sister screen read the other way
# STAT1 blocker – STAT1 signaling inhibitors, primary screen, cell-based, HTS, luciferase reporter; inhibition, % at 5.5 µM; NIH 3T3 STAT1-luciferase reporter, IFN-gamma, luminescence; AID 920, 2007; hit rate 0.35% among 200,000;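 active = inhibition above a set limit, the mean inhibition across all tested compounds plus 3 SD, cut at about 34% in these data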;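 also: 0% = IFN-gamma with DMSO and 100% = IFN-gamma with 300 µM nifuroxazide; values of inactives mirror those of a sister screen read the other way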
# STAT3 blocker – IL-6 driven STAT3 reporter inhibitors, primary screen, U3A cells, luciferase, luminescence, MLSCN library | inhibition, % at 5.5 µM | hit rate 0.89% among 190,000 | IL-6 STAT3-luciferase reporter; host cell line lacks STAT1;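 active = inhibition above the mean inhibition across all screened compounds plus 3 SD, cut at about 44% in these data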;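 also: 0% = DMSO only wells and 100% = 100 µM nifuroxazide control wells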
# ROMK mod – ROMK potassium channel modulators, primary screen, cell-based, thallium flux, MLSMR library; ATP-sensitive inward rectifier potassium channel 1 (Homo sapiens), P48048; Tet-inducible ROMK, thallium flux fluorescence; actives lie on both sides; B-score at 10 µM; hit rate 2% among 130,000;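 active = signal ratio slope over the read window, or its plate-corrected B-score, at least 3 SD from the plate mean, either direction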;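 also: B-score of the F/F0 ratio slope over 7 to 12 s after thallium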
# Target sequence (P48048 whole entry, looked up): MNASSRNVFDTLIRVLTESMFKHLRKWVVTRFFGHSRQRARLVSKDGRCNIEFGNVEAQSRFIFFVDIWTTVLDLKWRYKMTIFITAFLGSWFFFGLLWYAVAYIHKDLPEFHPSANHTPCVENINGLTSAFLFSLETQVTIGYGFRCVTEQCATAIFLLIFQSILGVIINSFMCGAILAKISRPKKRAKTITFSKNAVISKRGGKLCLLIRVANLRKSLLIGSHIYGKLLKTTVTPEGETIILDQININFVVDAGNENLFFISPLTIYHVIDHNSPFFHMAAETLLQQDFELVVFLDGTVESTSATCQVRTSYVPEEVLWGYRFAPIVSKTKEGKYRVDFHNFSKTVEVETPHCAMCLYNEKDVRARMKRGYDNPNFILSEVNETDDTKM
# * = called active by the depositor; . = no result given.
[1] CCCCOC(=O)CSc1nc2c(c(=O)[nH]c(=O)n2C)n1C/C=C(\C)Cl
[2] c1ccc(CCn2nnnc2C(c2cccs2)N2CCN(Cc3ccc4c(c3)OCO4)CC2)cc1 (configuration not stated)
[3] COC(=O)CSc1nc(Cc2ccccc2)nc2ccccc12
[4] COc1ccc(NC(=O)CC(c2ccccc2)c2ccco2)cc1 (configuration not stated)
[5] CC(C)c1ccc2oc(=O)cc(CN3CCN(c4ccccc4)CC3)c2c1
Assay by compound	1	2	3	4	5
APP transl inh	-2	-8	8	-12	17
FLuc inh counter	-1	-8	-3	-4	-9
STAT3 activator	98	107	115	101	106
STAT1 activator	104	93	96	96	101
FLuc act counter	1	1.1	1	1	1.1
NF-kB neuron act	1.2	0.81	1.1	0.87	1.5
APP 5'UTR act	2	8	-8	12	-17
STAT1 blocker	-4	8	2	2	-1
STAT3 blocker	7	-2	-15	4	-3
ROMK mod	.	-3.1*	-0.67	-0.018	.

[6] CC[N+](CC)(CC)CC(=O)Nc1ccc(SC(F)F)cc1
[7] O=c1c([N+](=O)[O-])c(N2CCOCC2)c2ccccc2n1-c1ccccc1
[8] Cc1ccc(S(=O)(=O)N2CCN(CC(=O)NC3CCCc4ccccc43)CC2)cc1C (configuration not stated)
[9] COc1cc(CNC(C)(C)C)cc(Br)c1OCc1cccs1
[10] COc1ccc(Cl)cc1N(CC(=O)Nc1ccc2c(c1)OCO2)S(C)(=O)=O
Assay by compound	6	7	8	9	10
APP transl inh	4	-17	-9	-21	-10
FLuc inh counter	-2	-5	-2	-2	-7
STAT3 activator	107	96	105	108	100
STAT1 activator	95	93	100	104	98
FLuc act counter	1	1	1	1	1.1
NF-kB neuron act	0.98	1.2	0.72	0.97	0.95
APP 5'UTR act	-4	17	9	21	10
STAT1 blocker	4	8	0	-4	2
STAT3 blocker	0	6	-6	-3	5
ROMK mod	0.12	0.13	-1.7	.	-1.2

[11] COc1cc2nc(C3CCC3)n(NC(=O)C3CCC(OC)CC3)c(=O)c2cc1OC (configuration not stated)
[12] Cc1cc(Cl)c(S(=O)(=O)N2CCN(c3ccc(F)cc3)CC2)cc1OCC(=O)NC1CCCCC1
[13] CCOC(=O)N1CCN(Cc2nc(-c3ccc(Cl)cc3)no2)CC1
[14] COc1ccc(OC)c(CN2CCCC(CCC(=O)N(C)CCc3ccccn3)C2)c1 (configuration not stated)
[15] C[C@H]1CC[C@H]2C(=O)N3[C@H](c4ccccc4Br)[C@@H](C)CC[C@H]3C(=O)N2[C@@H]1c1ccccc1Br
Assay by compound	11	12	13	14	15
APP transl inh	-11	41	-1	-8	16
FLuc inh counter	1	-7	-5	-1	-10
STAT3 activator	98	27	98	104	107
STAT1 activator	101	84	96	96	98
FLuc act counter	1	1.1	1.1	1	1.1
NF-kB neuron act	1.1	0.87	0.78	1	0.43
APP 5'UTR act	11	-41	1	8	-16
STAT1 blocker	-1	18	4	3	2
STAT3 blocker	3	88*	6	1	-11
ROMK mod	0.045	-4.3*	.	0.38	-4.3*

[16] COc1ccc(C)cc1NC(=O)C1CCN(S(=O)(=O)c2cccc3cccnc23)CC1
[17] Cc1ccc(CS(=O)(=O)CCC(=O)NCc2ccccn2)cc1
[18] CCc1ccc(N2C(=O)CN(Cc3sccc3C)C2=S)cc1
[19] COc1ccc(N(C)S(=O)(=O)c2cccc(C(=O)Nc3cc(OC)ccc3OC)c2)cc1
[20] FC(F)(F)c1cccc(N2CCN(c3nnnn3-c3ccccc3)CC2)c1
Assay by compound	16	17	18	19	20
APP transl inh	-24	-2	-9	-18	14
FLuc inh counter	-1	-7	-5	-3	-1
STAT3 activator	105	99	83	93	100
STAT1 activator	100	97	101	102	92
FLuc act counter	1	1.1	1.1	1	1
NF-kB neuron act	0.61	1.2	1.1	1.7	1.2
APP 5'UTR act	24	2	9	18	-14
STAT1 blocker	0	3	-3	-3	8
STAT3 blocker	0	4	26	18	2
ROMK mod	.	0.48	-0.43	0.0028	.

[21] Cn1c(C(=O)NCCc2ccccc2)cc(=O)n(C)c1=O
[22] COCCCNC(=O)CCc1nc2cccnc2n1Cc1ccc(OC)cc1
[23] c1ccc(-n2ncc3c(NCCN4CCCCC4)ncnc32)cc1
[24] Cc1ccc(-c2cc(C(=O)NCc3ccco3)c3ccccc3n2)o1
[25] CCOc1ccc(-c2nc(C#N)c(N3CCN(CC)CC3)o2)cc1
Assay by compound	21	22	23	24	25
APP transl inh	8	3	-62	6	3
FLuc inh counter	1	-3	4	21	-8
STAT3 activator	97	103	117	100	94
STAT1 activator	103	101	115	97	99
FLuc act counter	1	1	1	0.8	1.1
NF-kB neuron act	1.3	1.2	0.79	1.1	0.99
APP 5'UTR act	-8	-3	62	-6	-3
STAT1 blocker	-6	-1	-17	4	1
STAT3 blocker	10	0	-15	9	10
ROMK mod	-1.3	0.0027	-0.084	.	-1

[26] Cc1ccc(Nc2nc(N3CCOCC3)nc(N3CCOCC3)n2)cc1
[27] CN(C)S(=O)(=O)N(CC(=O)Nc1ccccc1C(F)(F)F)c1ccccc1
[28] CC(C)(C)OC(=O)N1CCC(c2cc(=O)n3[nH]c(-c4ccc(Cl)cc4)cc3n2)CC1
[29] CCN(CC)C(=O)c1ccc(Cn2cc([N+](=O)[O-])cn2)o1
[30] CC1(C(=O)OCC(=O)Nc2ccc3ccccc3c2)CC1(Cl)Cl (configuration not stated)
Assay by compound	26	27	28	29	30
APP transl inh	5	-28	0	-6	-26
FLuc inh counter	-7	2	-1	-5	-2
STAT3 activator	79	104	102	100	95
STAT1 activator	96	100	91	99	121
FLuc act counter	1.1	1	1	1.1	1
NF-kB neuron act	0.74	1.1	0.97	1.2	1.1
APP 5'UTR act	-5	28	0	6	26
STAT1 blocker	4	3	9	-1	-25
STAT3 blocker	28	-2	6	3	13
ROMK mod	.	0.011	.	.	-0.093

[31] COc1ccc(C2C3=C(CC(C)(C)CC3=O)Nc3c2c(=O)n(C)c(=O)n3C)cc1OC (configuration not stated)
[32] O=c1c(-c2ccccc2)c[nH]n1-c1cccc([N+](=O)[O-])c1
[33] Cn1c(=O)c2c(nc(Br)n2Cc2ccc3ccccc3c2)n(C)c1=O
[34] COc1ccc2c(c1)c(C(=O)N1CCN(C)CC1)c(C)n2-c1ccccc1
[35] Cc1cc(=O)[nH]c(SCC(=O)Nc2ccnc3ccccc23)n1
Assay by compound	31	32	33	34	35
APP transl inh	-6	-30	-12	0	-2
FLuc inh counter	-5	24	-9	-2	-6
STAT3 activator	100	103	74	99	90
STAT1 activator	102	112	89	104	82
FLuc act counter	1	0.8	1.1	1	1.1
NF-kB neuron act	1.2	2.1	0.91	0.94	1.1
APP 5'UTR act	6	30	12	0	2
STAT1 blocker	-3	-14	12	0	17
STAT3 blocker	2	4	32	1	14
ROMK mod	-0.13	0.68	-1.6	0.054	0.51

[36] COc1ccc(C2=NC(=O)/C(=C\c3cc(OC)c(OC)c(OC)c3)O2)cc1
[37] O=C(Nc1ccc(N2CCOCC2)nc1)c1cccs1
[38] O=C(CSc1ccc2ccccc2c1)NCCc1ccc(O)c(O)c1
[39] CCCCN(CC)CCCNC(=O)c1csc2c1CCCCC2
[40] CC(C)N1CCN(c2ccncc2S(=O)(=O)N2CCOCC2)CC1
Assay by compound	36	37	38	39	40
APP transl inh	12	-79	26	-13	10
FLuc inh counter	2	46	-4	-4	-4
STAT3 activator	102	86	84	103	102
STAT1 activator	90	122	100	100	103
FLuc act counter	1	0.5	1	1	1
NF-kB neuron act	1.1	1.8	1.2	0.94	0.92
APP 5'UTR act	-12	79	-26	13	-10
STAT1 blocker	11	-24	-3	-1	-3
STAT3 blocker	-1	18	23	-1	5
ROMK mod	-0.54	0.55	-1.7	-1.5	.

[41] COc1ccc(/C=N/Nc2nc3ccccc3o2)cc1OC
[42] COc1ccc(NS(=O)(=O)c2cc(NC(=O)c3ccco3)ccc2N2CCCCC2)cc1
[43] Oc1ccc2ccccc2c1/C=N/c1nc2c(s1)CCCC2
[44] O=C(NCc1ccc(Cl)cc1)c1ccccc1CCc1ccccc1
[45] O=C(CSc1nnc(Cc2ccccc2)o1)NCCN1C(=O)CSC1=O
Assay by compound	41	42	43	44	45
APP transl inh	-18	3	-20	-13	-9
FLuc inh counter	12	-8	-1	-8	-6
STAT3 activator	93	100	154*	98	104
STAT1 activator	153*	110	102	98	93
FLuc act counter	0.9	1.1	1	1.1	1.1
NF-kB neuron act	1.6	0.59	0.88	0.83	0.87
APP 5'UTR act	18	-3	20	13	9
STAT1 blocker	-58	-12	-2	2	8
STAT3 blocker	8	2	-65	4	3
ROMK mod	0.93	.	-0.88	-0.77	0.0093

[46] COCc1cc(C)nc(SCC(=O)Nc2cc3c(cc2C#N)OCO3)c1C#N
[47] CC(C)c1cccc(C(C)C)c1NC(=O)CNCc1ccccc1F
[48] CCc1nc(SCC(=O)Nc2ccc(C(=O)O)cc2)n[nH]1
[49] CCn1c(C)[n+](CC)c2ccc(S(=O)(=O)N(C)C)cc21
[50] O=C1NCCCC1C(=O)N1CCCCC1 (configuration not stated)
Assay by compound	46	47	48	49	50
APP transl inh	-8	5	7	11	-15
FLuc inh counter	-4	0	-2	0	-5
STAT3 activator	106	102	101	101	104
STAT1 activator	104	100	98	93	100
FLuc act counter	1	1	1	1	1
NF-kB neuron act	1.5	0.98	1.7	1.2	2.3
APP 5'UTR act	8	-5	-7	-11	15
STAT1 blocker	-4	0	2	6	-1
STAT3 blocker	-2	-2	4	3	3
ROMK mod	0.48	.	.	1.3	0.64

[51] Cc1nn(C)cc1CNC(=O)/C=C/c1cnn(C)c1
[52] N#Cc1ccc(C(c2nnnn2CCc2ccccc2)N2CCCCCC2)cc1 (configuration not stated)
[53] CCOC(=O)C(=O)Nc1nnc(Cc2ccc(OC)c(OC)c2)s1
[54] CCCN(CCC)S(=O)(=O)c1ccc(NC(=O)C2CCCO2)cc1 (configuration not stated)
[55] O=C1CCCC(O)=C1C1C2=C(CCCC2=O)Oc2ccccc21 (configuration not stated)
[56] COc1cccc(CNCc2cccc(Br)c2)c1OC
Assay by compound	51	52	53	54	55	56
APP transl inh	-4	-8	3	11	-12	3
FLuc inh counter	-6	-10	-6	-8	-6	-3
STAT3 activator	106	105	101	111	94	99
STAT1 activator	112	93	95	104	99	96
FLuc act counter	1.1	1.1	1.1	1.1	1.1	1
NF-kB neuron act	1.2	0.92	1.2	0.94	1.1	0.95
APP 5'UTR act	4	8	-3	-11	12	-3
STAT1 blocker	-14	8	3	-4	1	2
STAT3 blocker	-5	-2	0	-10	11	3
ROMK mod	0.02	-0.19	0.33	-0.22	0.32	0.13
